GAA glycogen mod = inhibitors or activators of human alpha-glucosidase glycogen cleavage; 300,000 tested, 0.38% active; recombinant GAA, glycogen substrate, Amplex Red glucose oxidase fluorescence; P10253; Potency, µM (top dose mostly 76.4 µM), inactives show top-dose activity change, negative = inhibition, most hits filed as inhibitors; AID 2100; active means well fitted inhibition curve with a large enough effect; inconclusive means small, poorly fitted or top-dose-only effect, or another doubt; inactive means no such curve, though single readings can be large or run the other way;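 further: 0% = full enzyme reaction and -100% = no-enzyme basal signal; the screen sought inhibitors and activators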
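Recombinant enzyme (4 nM final) with compounds titrated up to 77 uM and bovine liver glycogen (30 ug) in citrate pH 5.0, 0.01% Tween-20, 37 C 40 min. Released glucose detected by Amplex Red/glucose oxidase (Ex 573/Em 610); AC50 from Hill fits.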
Active calls of the source: *; ? = inconclusive; [ ] = another dose, or the depositor's remark. Potency means the concentration at half of the fitted maximal effect. A portion of the library. The share of hits here may be higher or lower than overall.

SMILES	GAA glycogen mod
Cc1ccc(CNC(=O)c2cc3sccc3n2Cc2ccc(Cl)cc2)cc1	-3.1%[76.3 µM]
Cc1cccc(NC(=O)c2cccc(C(=O)Nc3cccc(C)c3)c2)c1	-1.2%
COc1ccc(NC(=O)CCCCCN2C(=O)[C@@H]3Cc4ccccc4CN3C2=O)cc1Cl	-0.2%[76.3 µM]
COc1ccc(-c2cc3nc(N)cc(=O)n3[nH]2)cc1	-1.8%[76.3 µM]
Cc1cc(C)c(S(=O)(=O)N2CCCC2=O)c(C)c1N(C)S(C)(=O)=O	9.0%[76.3 µM]
Cc1cc(Cl)nc(SCC(=O)c2ccccc2)n1	-5.3%[76.3 µM]
CCOc1ccc(CNS(=O)(=O)c2ccc3c(c2)CC(=O)N3C)cc1	-9.4%[76.3 µM]
C=CCc1ccccc1OCCn1nnc2ccccc21	-17.9%[76.3 µM]
CC1CCN(CC(=O)Nc2nc(-c3ccccc3)cs2)CC1	9.3%[76.3 µM]
O=C(N=C1SC2CS(=O)(=O)CC2N1c1cccc(Cl)c1)C1CCCO1 (stereo not drawn)	-0.4%[76.3 µM]
Cc1c(C)c2ccc(O[C@@H]3O[C@H](CO)[C@H](O)[C@H](O)[C@H]3O)c(C)c2oc1=O	-4.1%
COc1ccccc1N1CCN(C2CCCN(C(=O)CCN3CCCCO3)C2)CC1 (stereo not drawn)	-13.6%[76.3 µM]
CC(OC(=O)Cn1[nH]c(=O)c2ccccc2c1=O)C(=O)c1ccccc1 (stereo not drawn)	-0.9%[76.3 µM]
COc1ccc(C(C(=O)NC2CCCC2)N(CCO)C(=O)Cn2nnc(-c3ccc(C)o3)n2)cc1 (stereo not drawn)	4.8%
CCCOC(=O)c1c(NC(=O)C(C)Sc2nc(-c3ccccc3)cc(C(F)(F)F)n2)sc(C(=O)N(C)C)c1C (stereo not drawn)	-13.8%[76.3 µM]
Cn1c(=O)c2c(nc(NCc3ccccc3)n2Cc2ccc(Cl)c(Cl)c2)n(C)c1=O	1.9%[76.3 µM]
N#Cc1ccc(NC(=O)Cn2cnc(S(=O)(=O)N3CCc4ccccc43)c2)cc1	-4.4%[76.3 µM]
CC1CCCN(C(=O)Cn2nnc(-c3ccc(N(C)C)cc3)n2)C1 (stereo not drawn)	8.0%[76.3 µM]
COc1ccc(Cl)cc1NC(=O)CCCS(=O)(=O)c1nc(-c2ccc(OC)c(OC)c2)cc(C(F)(F)F)n1	10.7%[76.3 µM]
O=S(=O)(NCc1csc(-c2ccccc2)n1)c1cccc(F)c1	-9.8%[76.3 µM]
Clc1ccccc1/C=N/N1CCN(Cc2ccccc2)CC1	-6.6%[76.3 µM]
Cc1ccc2sc(N(CCCN(C)C)C(=O)c3ccco3)nc2c1C	-7.2%[76.3 µM]
O=C(c1ccc2nc(Cc3ccccc3F)oc2c1)N1CC[C@H](O)C1	-4.4%[76.3 µM]
COc1ccc(CNC(=O)Cn2ncc3c(=O)oc4ccccc4c32)c(OC)c1	-8.5%[76.3 µM]
CCCCN(C(=O)C1CC(=O)N(c2ccc(OC)cc2OC)C1)c1c(N)n(CC(C)C)c(=O)[nH]c1=O (stereo not drawn)	6.0%[76.3 µM]
O=C(CCNC(=O)c1ccccc1Cl)Nc1ccccc1N1CCCC1	-0.5%[76.3 µM]
CCCN(Cc1cccs1)C(=O)Nc1cc(Cl)c(OC)cc1OC	10.6%[76.3 µM]
CC(=O)N1CCN(c2ccccc2NC(=O)c2ccc3ccccc3c2)CC1	0.7%
COc1cc2[nH]c(C(=O)NCC3CCCO3)cc2c(OC)c1OC (stereo not drawn)	1.5%
Cc1ccc(S(=O)(=O)NCc2ccc(C(=O)N3CCN(c4ccc([N+](=O)[O-])cc4)CC3)cc2)cc1	-23.7%[76.3 µM]
NC(=O)C1CCN(S(=O)(=O)c2ccccc2[N+](=O)[O-])CC1	7.0%[76.3 µM]
O=C(CCS(=O)(=O)c1ccc(Br)cc1)N1CCCCCC1	-2.4%[76.3 µM]
CC(C)NC(=S)NC(c1ccccc1)(c1ccccc1)c1ccccc1	-3.2%[76.3 µM]
N#C/C(=C/c1ccc(O)cc1)c1nc(-c2ccc(-c3ccccc3)cc2)cs1	5.5%[76.3 µM]
CC1CCc2c(sc3[nH]c(=S)n(C)c(=O)c23)C1 (stereo not drawn)	-1.8%
COc1ccc(-c2cc(C(F)(F)F)nc(SCC(=O)NCc3ccc(F)cc3)n2)cc1	5.9%[76.3 µM]
CCc1ccc(NC(=O)CN(C)S(=O)(=O)c2ccc3c(c2)c(=O)n(C)c(=O)n3C)cc1	17.9%[76.3 µM]
O=C(NNS(=O)(=O)c1ccc(F)cc1)c1cc2ccccc2cc1O	-2.4%
CN1CCN(C(=O)c2cnn(-c3ccccc3)c2NC(=O)c2ccccc2Br)CC1	-7.3%
CCC(=O)Oc1c(Sc2ccc(C)cc2)c(C)nn1-c1ccccc1	?
Cc1ccc(Cl)cc1N1CCN(C(=O)C2CCCN(Cc3nc(-c4cccc(Cl)c4)oc3C)C2)CC1 (stereo not drawn)	-17.9%[76.3 µM]
COc1ccccc1OC(C)C(=O)N1CCN(CCc2ccccn2)CC1 (stereo not drawn)	15.8%[76.3 µM]
CCn1nccc1C(=O)Nc1ccc(C(=O)OC(C)C)cc1	1.1%[76.3 µM]
C=CCN(CC=C)C(=O)C1CCN(S(=O)(=O)c2ccc(N3CCCC3=O)cc2)CC1	-15.9%[76.3 µM]
Nc1c(S(=O)(=O)O)cc(NC(=O)c2ccccc2)c2c1C(=O)c1ccccc1C2=O	-2.6%
Cc1ccc(NC(=O)CSc2nc3ccccc3nc2N2CCOCC2)c(C)c1	1.6%[76.3 µM]
N#Cc1ccc2c(c1)C[C@]1(c3ccsc3)OC3=C(C(=O)OC4(CCCCC4)C3)C2O1	-4.4%[15.3 µM]
Cc1c(CC(=O)NCC(=O)NCC(=O)O)c(=O)oc2cc3oc4c(c3cc12)CCCC4	0.8%
COc1ccc(-c2nc3nc(C)cc(C)n3c2Nc2c(C)cccc2C)cc1	?
N#CC1=C(N)Oc2cc(N)ccc2C1c1cc(Br)cs1 (stereo not drawn)	7.6%[76.3 µM]
CCn1c(=O)c2cc(C(=O)NCCN(C)C)sc2c2ccccc21	3.9%
COc1ccc(NC2CCCN(C(=O)CCC3=NNC(=O)CC3)C2)cc1 (stereo not drawn)	-23.9%[76.3 µM]
COc1c(C)cccc1C(=O)Nc1ccc(Cl)c(-c2nc3cc(C)ccc3o2)c1	-7.4%[76.3 µM]
COc1ccc(-c2ccccc2NC(=O)C2CCCN(Cc3ccco3)C2)cc1 (stereo not drawn)	-6.8%[76.3 µM]
Cc1c2cnn(-c3ccccc3)c(=O)c2c(C)n1CCCC(=O)Nc1cc(F)ccc1F	-2.2%[76.3 µM]
COc1ccc(N2CCN(c3nc(C)c(C)c(=O)[nH]3)CC2)cc1	1.2%[76.3 µM]
Cc1cc(C)c2c(=O)cc(C(=O)Nc3ccc(S(=O)(=O)N(C)Cc4ccccc4)cc3)oc2c1	14.0%[76.3 µM]
CCc1ccccc1NS(=O)(=O)c1ccc2c(c1)CC(=O)N2	-13.4%[76.3 µM]
Cc1ccc(Sc2ncccc2C(=O)N(C)Cc2cccs2)c(C)c1	-0.8%
C=CCN(c1ccccc1)S(=O)(=O)c1ccc2c(c1)NC(=O)C(C)C(=O)N2 (stereo not drawn)	21.4%[76.3 µM]

(cont.)
SMILES	GAA glycogen mod
CN(CC(=O)NCc1cccnc1)S(=O)(=O)c1ccc(F)cc1	6.4%
COc1cccc2cc(C(=O)N3CC(C)OC(C)C3)c(=O)oc12 (stereo not drawn)	6.6%[76.3 µM]
O=S1(=O)N=C(N(CCO)/N=C/c2ccc(Cl)cc2)c2ccccc21	7.8%
COc1ccc(-c2nn(-c3ccccc3)cc2C(=O)Nc2cccc(C(=O)O)c2)cc1[N+](=O)[O-]	-23.5%[76.3 µM]
CS(=O)(=O)N(CC(=O)N1CCCCCC1)c1cccc(F)c1	16.1%[76.3 µM]
Cc1ccc2c(=O)cc(C(=O)Nc3sc4c(c3C(=O)NCc3cccnc3)CCCC4)oc2c1C	-4.6%[76.3 µM]
COc1ccc(NC(=O)C2CCCN(S(=O)(=O)c3c(C)[nH]c(=O)[nH]c3=O)C2)c(OC)c1 (stereo not drawn)	4.6%[76.3 µM]
COc1ccc(CCNC(=O)C2CCCN2C(=O)Nc2ccccc2)cc1OC (stereo not drawn)	13.8%[76.3 µM]
CC(CCN1CCOCC1)c1ccccc1 (stereo not drawn)	-9.8%[76.3 µM]
CC(/C=N/NC(=O)COc1ccccc1C)=N\NC(=O)COc1ccccc1C	-13.6%[76.3 µM]
Cc1ccc(NC(=O)c2nnn(Cc3cccc(C(F)(F)F)c3)c2N)c(C)c1	-7.9%[76.3 µM]
CC(=O)Nc1ccc(S(=O)(=O)N2CCC(N3CCCCCC3)CC2)cc1	-0.8%[76.3 µM]
COc1cc(CN2CCc3c([nH]c4ccccc34)C2)cc(OC)c1	-7.8%[76.3 µM]
CC1CC(c2ccccc2)=Nc2ccccc2N1 (stereo not drawn)	-5.4%[76.3 µM]
CCc1cc2c(cc3c(=O)n(CC(=O)NC4CCCCC4)ncn32)s1	15.6%[76.3 µM]
O=C1N=c2ccc(Br)cc2=C1c1sc(=O)[nH]c1O	1.6%
CC/C(=N\NC(=O)C1CCCC1)c1cccc(Br)c1	-4.3%[76.3 µM]
O=C(COc1ccc(Cl)cc1)NCCCNC(=O)c1cccnc1	-3.5%
COc1cccc(C2C(C(=O)c3cc4ccccc4o3)=C(O)C(=O)N2c2cc(C)on2)c1 (stereo not drawn)	-2.7%[76.3 µM]
CCn1cc(Cl)c(C(=O)NNC(=O)CCn2ccc([N+](=O)[O-])n2)n1	-13.4%[76.3 µM]
Cc1nc(SCc2ccccc2Cl)c(C#N)c(C)c1C	-7.0%[76.3 µM]
CNc1nc(NCc2ccccc2)c2ccccc2n1	-9.8%[76.3 µM]
COc1ccc(OC)c(Nc2nc3ccccc3nc2-n2nc(C)cc2C)c1	7.9%[76.3 µM]
COC(=O)CN1C(=O)COc2ccc(S(=O)(=O)NCc3ccc(Cl)cc3)cc21	-7.3%[76.3 µM]
CCc1ccc(NC(=O)CSc2ccc(-c3sc(-c4ccccc4)nc3C)nn2)cc1	-4.6%[76.3 µM]
CCc1ccccc1NC(=O)COC(=O)c1cccs1	0.3%
Cc1[nH]c2ccc(C(=O)Nc3ccncc3)cc2c1C	1.9%
CCOc1ccccc1CN1CCNC(=O)C1CC(=O)N(C)CCc1cnn(C)c1 (stereo not drawn)	-8.7%[76.3 µM]
Cc1ccc2oc3c(c(=O)c2c1)C(c1ccc(O)cc1)N(CCCN(C)C)C3=O (stereo not drawn)	-7.3%[76.3 µM]
CCOC(=O)c1ccc(NC(=O)c2c(Cl)cc(C)nc2C)cc1	6.2%[76.3 µM]
Cc1ccc(Cn2nnc3c(=O)[nH]c(C4CCCN(S(=O)(=O)c5ccccc5F)C4)nc32)cc1 (stereo not drawn)	10.9%
Oc1ccc2c(c1)c1c3n2CCNC3CCC1 (stereo not drawn)	?
Cn1c(CC(=O)Nc2ccccc2Cl)nnc1SCC(=O)NC1=NCCS1	0.7%[76.3 µM]
O=C(CSc1nnc(NC(=O)c2ccc(F)cc2F)s1)NC1CCCC1	2.5%
CCN(CC)CCNC(=O)c1ccc(NC(=O)Nc2cccc3ccccc23)cc1	9.9%[76.3 µM]
CCn1cc(S(=O)(=O)c2ccc(OC)cc2)c(=O)c2cc(F)c(N3CCC(C)CC3)cc21	-4.0%[76.3 µM]
Cc1ccc(C)c(NC(=O)CCOc2ccccc2)c1	-7.2%
Cc1ccc(NC(=O)c2ccc3c(c2)CCN3S(C)(=O)=O)c(C)c1	-1.7%[76.3 µM]
CC1(C)CC(=O)c2cc(-c3nc(-c4ccc(Cl)cc4)cs3)c(=O)n(-c3ccc(F)cc3)c2C1	15.2%[76.3 µM]
Cc1cccc(NC(=O)Cn2c(=O)n(CC3CCCO3)c(=O)c3ccccc32)c1 (stereo not drawn)	0.2%
COc1cc(C(C(=O)NCC2CCCO2)N(C(=O)Cn2nnc3ccccc32)c2ccc(C(C)=O)cc2)ccc1O (stereo not drawn)	7.9%
CC(C)C[C@@H](C(=O)N[C@@H](C(=O)O)c1ccccc1)N1C(=O)N2CCc3c([nH]c4ccccc34)[C@@]2(C)C1=O	2.0%[76.3 µM]

Bioassay records deposited in PubChem by National Center for Advancing Translational Sciences (NCATS).
